# Screening data (PubChem)
# Vif-A3G inh = inhibitors of Vif-APOBEC3G interaction; Q9HC16; HeLa A3G-eYFP + Vif (tagged APOBEC3G with the HIV-1 protein that degrades it), YFP fluorescence, overnight; Potency, µM (highest dose often 46.1 µM), for inactives: at the highest dose activity, negative = active, hits mostly inhibitors; actives 0.076% (n = 410,000);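 further: potency means the concentration at half of the fitted maximal effect; on the % scale 0 is the no-effect control and ±100 the full control effect; nearly all actives have a fitted effect of over 60% in size; hits raise eYFP signal because A3G escapes Vif-driven loss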
# Target sequence (Q9HC16 whole entry, looked up): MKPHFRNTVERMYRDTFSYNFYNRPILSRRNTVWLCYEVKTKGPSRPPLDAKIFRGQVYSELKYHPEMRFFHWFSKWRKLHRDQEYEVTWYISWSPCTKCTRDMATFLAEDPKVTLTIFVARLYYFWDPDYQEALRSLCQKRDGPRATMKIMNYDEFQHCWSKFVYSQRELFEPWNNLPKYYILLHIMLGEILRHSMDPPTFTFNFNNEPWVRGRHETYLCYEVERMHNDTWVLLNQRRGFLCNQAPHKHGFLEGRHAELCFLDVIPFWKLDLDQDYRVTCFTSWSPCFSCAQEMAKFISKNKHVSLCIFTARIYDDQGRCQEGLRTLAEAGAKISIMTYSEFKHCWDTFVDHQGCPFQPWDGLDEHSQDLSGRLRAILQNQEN
#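 Read-out is eYFP fluorescence (Ex 488/Em 500-530) from Vif-expressing HeLa A3G-eYFP cells; more signal means A3G escaped Vif-mediated degradation. Cells plated overnight, compound pinned in, incubated overnight at 37 deg C.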
# LDHA inh = LDHA (human) enzyme inhibition | activity change, % (values are at about 110 or 230 µM) | purified LDHA, NADH/diaphorase-resazurin fluorescence; stronger effect = lower value | actives 0.15% (n = 480,000) | P00338 | AID 1347041; in the data active means activity change below about -30%; inconclusive means mostly about -25% to -30%;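 further: plate controls were DMSO wells for no effect and wells without enzyme for full effect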
#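 Remaining NADH was detected by diaphorase (0.133 mg/mL) converting 37 µM resazurin to fluorescent resorufin, read at 0 and 20 minutes. The preceding 5-minute room-temperature reaction used 2 nM LDHA, 0.2 mM sodium pyruvate and 0.06 mM NADH at pH 7.4.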
# rTrxR1 inhibitor = blocks rat thioredoxin reductase 1 | O89049 | recombinant rTrxR1, NADPH fluorescence consumption, selenite substrate | Potency, µM (highest dose often 114 µM), inactives show top-dose activity change, negative = inhibition, most hits filed as inhibitors | actives 1% (n = 390,000) | AID 588453; further: potency means the concentration at half of the fitted maximal effect; on the % scale 0 is the no-effect control and ±100 the full control effect; nearly all actives have a fitted effect of over 65% in size
#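 Rat TrxR1 (90 nM in the dispensed reagent) was pre-reduced with 400 uM NADPH for 5 min at room temperature, then incubated with compound for 15 min. After 400 uM selenite was added, NADPH fluorescence (Ex 340/Em 450 nm) was followed for 8 min.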
# Glioma ERSR ind = ER stress response induction in glioma | U87-MG GRP78 promoter luciferase reporter, 16 h | Potency, µM, for the others: top-dose activation, usual class: activators | actives 0.02% (n = 420,000); further: potency means the concentration at half of the fitted maximal effect; series mostly up to about 76 µM; % of control where 0% means no effect; nearly all actives have a fitted effect of over 35% in size
#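 ERSR induction read as luciferase luminescence (Bright-Glo, 10 min at room temperature) in stably transfected human U87-MG glioma cells exposed to compounds for 16 h, using GRP78 as sensor.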
# TrxR1 substrate = substrates of rat thioredoxin reductase 1; O89049; purified TrxR1 substrate turnover, NADPH consumption readout; Potency, µM (highest dose often 114 µM), without a hit: at the top dose activity change, negative = substrate turnover; actives 0.01% (n = 390,000); AID 588456; further: potency means the concentration at half of the fitted maximal effect; on the % scale 0 is the no-effect control and ±100 the full control effect; nearly all actives have a fitted effect of over 50% in size
#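 Rat TrxR1, dispensed at 90 nM, was prereduced with 400 uM NADPH (final) for 5 min at ~22 deg C, then incubated with compound 15 min before 400 uM selenite. A first-read NADPH fluorescence drop versus no-compound background flagged substrates.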
# RGS4 inh = blocks human RGS4-accelerated GTP hydrolysis; actives 0.039% (n = 390,000); Potency, µM (titrated, usually from 114 µM), without a hit: at the top dose activity change, negative = inhibition, actives largely listed as inhibitors; Transcreener GDP fluorescence polarization, RGS4-accelerated GTP hydrolysis; AID 504845; further: potency means the concentration at half of the fitted maximal effect; on the % scale 0 is the no-effect control and ±100 the full control effect; nearly all actives have a fitted effect of over 75% in size; some results filed as inactive show a strong effect at the top dose
# Target sequence (P49798 whole entry, looked up): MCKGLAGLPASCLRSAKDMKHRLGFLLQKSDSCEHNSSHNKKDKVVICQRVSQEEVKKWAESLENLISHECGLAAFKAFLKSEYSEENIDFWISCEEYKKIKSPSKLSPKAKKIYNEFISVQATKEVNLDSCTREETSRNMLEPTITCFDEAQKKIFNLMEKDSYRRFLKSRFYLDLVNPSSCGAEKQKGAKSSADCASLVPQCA
#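 MLSMR compounds (23 nl, pin-transferred) preincubated 10 min at room temperature with a 500nM (2x) first reagent, then RGS4 at 900nM (2x) plus Transcreener GDP mix added; fluorescence polarization (620/688 nm) read before and after 90 min at 30 °C.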
# USP1 inh = blocks the human USP1/UAF1 deubiquitinase complex | actives 0.23% (n = 390,000) | recombinant USP1/UAF1, Ub-Rhodamine cleavage fluorescence | AID 743255 | O94782 | Potency, µM (series often up to 57.1 µM), for inactives: top-dose activity change, negative = inhibition, actives largely listed as inhibitors; further: potency means the concentration at half of the fitted maximal effect; on the % scale 0 is the no-effect control and ±100 the full control effect; nearly all actives have a fitted effect of over 60% in size; inactives centre near -12
#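 In this screen, compounds sit with the deubiquitinase complex (1nM) for 15 min at room temperature before Ub-Rho is added at 150nM final. Fluorescence rise is then followed for 6 reads every 60 seconds.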
# mIDH1 inhibitor = blocks human mutant IDH1 R132H enzyme. O75874. IDH1-R132H enzyme, NADPH consumption, diaphorase/resazurin fluorescence. Potency, µM (top dose mostly 76.6 µM), for inactives: at the top dose activity change, negative = inhibition, hits mostly inhibitors. actives 0.093% (n = 390,000); further: potency means the concentration at half of the fitted maximal effect; on the % scale 0 is the no-effect control and ±100 the full control effect; nearly all actives have a fitted effect of over 65% in size
# Target sequence (O75874 whole entry R132H, stated change not applied): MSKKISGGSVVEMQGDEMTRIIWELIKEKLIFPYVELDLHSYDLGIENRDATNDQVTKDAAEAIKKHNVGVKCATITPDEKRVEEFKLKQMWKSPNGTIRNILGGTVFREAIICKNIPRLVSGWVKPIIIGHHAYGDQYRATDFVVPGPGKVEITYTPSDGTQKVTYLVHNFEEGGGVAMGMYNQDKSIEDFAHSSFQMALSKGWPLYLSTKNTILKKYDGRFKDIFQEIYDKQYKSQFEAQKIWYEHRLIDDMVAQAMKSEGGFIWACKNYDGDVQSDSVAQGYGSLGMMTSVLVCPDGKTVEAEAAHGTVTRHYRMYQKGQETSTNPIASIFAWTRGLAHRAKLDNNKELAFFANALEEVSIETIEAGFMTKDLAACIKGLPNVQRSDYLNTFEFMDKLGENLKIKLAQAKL
#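 IDH1-R132H (0.5 ug/mL) preincubated 30 min with compound, then NADPH (0.016 mM) and alpha-KG (2 mM) added; 80 min at RT, pH 7.5. Remaining NADPH coupled via diaphorase/resazurin to fluorescence (540/590 nm); concentration-response curves normalized to no-enzyme control.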
# Vif-APOBEC3F blk = Vif-A3F binding inhibition; HeLa A3F-eYFP + Vif (tagged APOBEC3F with the HIV-1 protein that degrades it), YFP fluorescence increase; Potency, µM (highest dose often 46.1 µM), without a hit: at the highest dose activity, negative = active; actives 0.2% (n = 390,000); AID 602313; further: potency means the concentration at half of the fitted maximal effect; % of control where 0% means no effect; nearly all actives have a fitted effect of over 65% in size
#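 HeLa cells stably expressing Vif plus C-terminally eYFP-tagged A3F were seeded, incubated overnight at 37 deg C, dosed with compound, incubated overnight again at 37 deg C. Yellow fluorescence (Ex 488/Em 500-530) reported blocked Vif-mediated A3F-eYFP degradation.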
# Active calls of the source: *; ? = inconclusive; nt = not tested or not shown; & = joins results of further samples; [ ] = remark or other dose. Unless noted, the call rests on the fitted dose curve; in most records, active means well fitted curve in the direction sought with a large enough effect; inconclusive means small, poorly fitted or top-dose-only effect, or another doubt; inactive means no such curve, though single readings can be large; an effect the other way counts as inactive or inconclusive.
No.	Structure	Vif-A3G inh	LDHA inh	rTrxR1 inhibitor	Glioma ERSR ind	TrxR1 substrate
1	Cc1cn([C@H]2C=C[C@@H](CO)O2)c(=O)[nH]c1=O	2%&0%	-1&-16	4%[57.1 µM]	-3%&-2%&-5%&-1%	3%[57.1 µM]
2	COc1ccc(CCNC(=O)COC(=O)COc2c(C)cc(C)cc2C)cc1OC	1%	-1	10%	-5%	-1%
3	CC(=O)Nc1ccc(S(=O)(=O)N2CCc3cc4c(cc3C2)OCCCO4)cc1	6%	-6	13%	-7%	0%
4	O=C(CNS(=O)(=O)c1cccs1)N1CCCCC1	-1%	-2	19%	-1%	1%
5	O=C(CN1N=C(c2ccccc2)CCC1=O)NCCN1CCc2ccccc2C1	-4%	2	-6%	-1%	-5%
6	O=C(CSc1nnc(-c2cccnc2)n1-c1ccccc1)Nc1ccccn1	0%	-2	-13%	-4%	-4%
7	CC1CCN(C(=O)CSCc2ccc(Cl)cc2)CC1	-5%	-4	7%[57.1 µM]	0%	-8%
8	CCCc1cc(=O)oc2cc(C)cc(OCC(=O)Nc3cccnc3)c12	-5%	0	29%	-9%	126%[activator]
9	CCC(C)N(C(=O)COC(=O)c1ccccc1SCC(=O)N1CCCC1)C1CCS(=O)(=O)C1 (stereo not drawn)	0%	-6	-14%	0%	-11%
10	N=C1/C(=C/c2ccc(-c3cccc(C(=O)O)c3)o2)C(=O)N=C2SC(CC(=O)N3CCOCC3)=NN12	1%	-4	-26%	8%	?
11	COc1cccc(OCc2cc(C3Nc4ccccc4C(=O)N3Cc3ccccc3)ccc2OC)c1 (stereo not drawn)	1%	-1	44%[activator]	-3%	43%[activator]
12	COc1ccc(NC(=S)NCC(c2ccco2)N2CCCC2)cc1 (stereo not drawn)	3%	-4	23%[57.1 µM]	-2%	13%[57.1 µM]
13	COCCNC(=O)c1nc2ccccc2s1	3%	-2	6%	5%	3%
14	O=C(CC1C(=O)NCCN1Cc1ccccc1)NCCN1CCCCC1=O (stereo not drawn)	0%	1	-12%	-2%	4%
15	CCCN1CCN(CCCNC(=O)c2ccc3c(c2)sc2nc(-c4ccc(OC)cc4)cn23)CC1	4%	-2	15%	4%	-1%

No.	RGS4 inh	USP1 inh	mIDH1 inhibitor	Vif-APOBEC3F blk
1	5%[56.9 µM]	-25%&-17%	13%&4%	3%&-1%
2	8%	-25%	1%	1%
3	-8%	-17%	0%	-7%
4	17%	-2%	5%	1%
5	-2%	-19%	2%	2%
6	-22%[11.4 µM]	-13%	1%	-12%
7	21%	6%	6%	6%
8	-25%	-14%	3%	3%
9	-1%	3%	6%	-4%
10	0%	-21%	6%	-14%
11	-10%	nt	nt	nt
12	3%	-24%	3%	?
13	-17%	-22%	10%	-5%
14	-5%	-22%	7%	2%
15	-8%	-13%	-2%	-10%

# The listing continues:
No.	Structure	Vif-A3G inh	LDHA inh	rTrxR1 inhibitor	Glioma ERSR ind	TrxR1 substrate
16	CN(C)CCCN(C(=O)c1ccc(N2C(=O)CCC2=O)cc1)c1nc2c(F)cccc2s1	-1%	-12	21%	-6%	1%
17	CCOC(=O)C1CCN(C(=O)C2CCN(S(=O)(=O)c3cc(Cl)ccc3Cl)CC2)CC1	2%	-16	18%	-2%	8%
18	O=C(N/N=C/c1c[nH]c2ccccc12)c1ccc(O)c(O)c1	1%	12	-4%[57.1 µM]	1%	-4%[57.1 µM]
19	O=C(NCc1cccc(CNC(=O)Nc2cccc(O)c2)c1)Nc1cccc(O)c1	4%	-5	18%	-5%	-4%
20	COc1cccc(N(CC(=O)NCCSCc2ccc(C)cc2)S(C)(=O)=O)c1	3%	-3	15%	0%	-3%
21	COc1ccc(CCNC(=O)c2ccc3nc[nH]c3c2)cc1	-5%	0	4%	2%	-3%
22	COc1ccc(Oc2ncnc3c2ncn3Cc2ccccc2)cc1	0%	-7	11%[57.1 µM]	1%	7%[57.1 µM]
23	COc1ccccc1CCNC(=O)Cc1ccc(NC(=O)N2CCSc3ncccc32)cc1	-4%	-10	24%	-2%	-1%
24	CCOc1ccc(NC(=O)CSc2nc(=O)n(CCCN3CCOCC3)c3c2CCC3)cc1	-4%	-13	9%	-5%	1%
25	CCOc1ccc(NC(=O)CN(C)C(=O)c2n[nH]c(=O)c3ccccc23)cc1OCC	-2%	-2	8%	-2%	2%
26	COc1ccc(-c2cc(C(F)F)n3ncc(C(=O)n4ccnc4C)c3n2)cc1	-19%	-10	18%	-9%	133%[activator]
27	CC(=O)c1ccc(OCC(=O)Nc2cccc(C(=O)Nc3c(C)n(C)n(-c4ccccc4)c3=O)c2)cc1	-24%	-1	13%	2%	6%
28	COc1ccc(CCn2c(=N)c(S(=O)(=O)c3ccc(C)cc3)cc3c(=O)n4ccccc4nc32)cc1	-2%	-4	20%	-6%	-1%
29	CC(C)c1nc(SCC(=O)c2ccccc2)c2c(=O)n(C)c(=O)n(C)c2n1	-1%	3	6%[57.1 µM]	-3%	18%[57.1 µM]
30	CCOC(=O)C1(C)C=C(Nc2ccccc2)C(=O)N1c1ccccc1 (stereo not drawn)	3%	4&-1	21%[11.4 µM]	-2%	3%[11.4 µM]

No.	RGS4 inh	USP1 inh	mIDH1 inhibitor	Vif-APOBEC3F blk
16	6%	1%	10%	0%
17	20%	-19%	0%	0%
18	-1%	-10%	1%	0%
19	33%	-5%	6%	-22%
20	6%	-2%	5%	2%
21	9%	-21%	0%	1%
22	7%	-17%	6%	4%
23	22%	-18%	0%	0%
24	-5%	-18%	8%	2%
25	5%	-12%	8%	9%
26	-34%	-9%	-3%	?
27	-16%	-4%	5%	1%
28	-22%	-17%	20%	-2%
29	-46%	-13%	0%	-4%
30	-2%	-24%	-1%	2%

# Among those listed so far, these have an NH in an aromatic ring:
No.	Structure	Vif-A3G inh	LDHA inh	rTrxR1 inhibitor	Glioma ERSR ind	TrxR1 substrate
1	Cc1cn([C@H]2C=C[C@@H](CO)O2)c(=O)[nH]c1=O	2%&0%	-1&-16	4%[57.1 µM]	-3%&-2%&-5%&-1%	3%[57.1 µM]
18	O=C(N/N=C/c1c[nH]c2ccccc12)c1ccc(O)c(O)c1	1%	12	-4%[57.1 µM]	1%	-4%[57.1 µM]
21	COc1ccc(CCNC(=O)c2ccc3nc[nH]c3c2)cc1	-5%	0	4%	2%	-3%
25	CCOc1ccc(NC(=O)CN(C)C(=O)c2n[nH]c(=O)c3ccccc23)cc1OCC	-2%	-2	8%	-2%	2%

No.	RGS4 inh	USP1 inh	mIDH1 inhibitor	Vif-APOBEC3F blk
1	5%[56.9 µM]	-25%&-17%	13%&4%	3%&-1%
18	-1%	-10%	1%	0%
21	9%	-21%	0%	1%
25	5%	-12%	8%	9%

# More records.
No.	Structure	Vif-A3G inh	LDHA inh	rTrxR1 inhibitor	Glioma ERSR ind	TrxR1 substrate
31	Cc1cccc(-c2nnc(SCC(=O)NC3CCCCC3)o2)c1	5%	-7	9%	-4%	-1%
32	CC(C)Cn1cnc2c1c(=O)n(CC(=O)Nc1ccc3c(c1)OCO3)c(=O)n2Cc1ccccc1	-3%	-3&-2	6%[57.1 µM]	-4%	-13%
33	Cc1cccc(OCCn2ccnc2)c1C	2%	-7	35%	-1%	4%
34	COc1ccc(C(=O)Nc2nc(-c3ccc([N+](=O)[O-])cc3)c(-c3ccc(OC)cc3)s2)cc1	0%	-6	10%	-1%	-2%
35	Cc1nn(Cc2ccccc2)c(C)c1NC(=O)c1cc(-c2ccc3c(c2)OCO3)on1	0%	-4	11%	-8%	-2%
36	COc1ccc(C2CC(c3ccc(OC)cc3)n3nc(N)nc3N2)cc1 (stereo not drawn)	0%	0	13%[57.1 µM]	-2%	16%[57.1 µM]
37	CC1=C(c2ccc(C(C)C)cc2)S(=O)(=O)NC1=NCc1ccc(OC(C)C)cc1	3%	4	4%	-3%	0%
38	CCN1C(=O)c2ccccc2Sc2ccc(NC(=O)c3cccc(C)c3)cc21	-2%	0	7%[57.1 µM]	-3%	-3%[57.1 µM]
39	COc1ccc2nc(SCC(=O)c3c(C)[nH]c4ccccc34)nc(C)c2c1	0%	-6	7%	-2%	14%[11.4 µM]
40	O=Nc1c(O)n(Cc2ccccc2)c2ccccc12	-10%	-8	11%	-3%	-2%
41	CCN(CC)CC(=O)NN=C(c1ccccc1)c1ccccc1	0%	-5	-4%	-4%	6%[57.1 µM]
42	CCCC(C(=O)NC1CCCCC1)N(CC1CCCO1)C(=O)CNS(=O)(=O)c1ccc(F)cc1 (stereo not drawn)	0%	1	-3%	-4%	7%[57.1 µM]

No.	RGS4 inh	USP1 inh	mIDH1 inhibitor	Vif-APOBEC3F blk
31	-5%	-15%	-4%	-3%
32	15%[11.4 µM]	-18%	2%	2%
33	34%	1%	-1%	-9%
34	22%	?	4%	4%
35	6%	-4%	3%	-4%
36	9%	-10%	-8%	-3%
37	-1%	-2%	2%	-6%
38	0%	-6%	0%	0%
39	?	-9%	-6%	-2%
40	5%[11.4 µM]	0%	12%	1%
41	-9%	-11%	2%	-1%
42	3%	4%	3%	-6%

# This is a subset (hit frequency here may not be typical).
